Screening data deposited in PubChem by National Center for Advancing Translational Sciences (NCATS).
Coupling enz: inhibits coupling enzyme system, counter-screen for aldolase hits. AID 2472. hit rate 0.67% among 290,000. coupling enzyme system counterscreen, AmpLite Red fluorescence. activity change, negative = inhibition, % at 58.2 µM, hits read low; in the data active = activity change below about -30%
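Counterscreen lacking aldolase: glyceraldehyde-3-phosphate coupling-enzyme reagent preincubated 10 min at RT with compound (at 57.5 uM final), then substrate/coupling system with AmpLite Red added; fluorescence read at 525/598 nm after 20 min RT.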
B2AR arrestin: agonists driving beta-arrestin recruitment to human beta2-adrenergic receptor; Potency, µM (doses to about 46.1 µM), for inactives: at the highest dose activation, hits mostly activators; hit rate 0.02% among 330,000; beta-arrestin recruitment to beta2AR, cell-based reporter; AID 492947; P07550;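 note: potency is the fitted concentration of half-maximal effect; 0% = DMSO controls and full agonism = EC100 isoproterenol or metaproterenol; nearly all actives have a fitted effect of over 65% in size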
uPA generation: cell surface uPA generation inhibition; AID 540303; Potency, µM (highest dose often 38.3 µM), inactives show at the top dose activity change, negative = inhibition, usual class: inhibitors; cell surface uPA generation assay, qHTS; hit rate 0.31% among 330,000; active = well fitted inhibition curve with a large enough effect; inconclusive = small, poorly fitted or top-dose-only effect; inactive = no such curve, though single readings can be large or run the other way; tested in mouse RAW 264.7 cells; note: potency is the fitted concentration of half-maximal effect; nearly all actives have a fitted effect of over 55% in size
BCR signal inh: inhibitors of chronic active B-cell receptor signaling; ABC-DLBCL IkBa-CBG/CBR reporter, luminescence ratio, 4 h; Potency, µM (highest dose often 46.1 µM), without a hit: top-dose ratio change, negative = lower green/red ratio, actives largely listed as inhibitors; hit rate 0.05% among 340,000; AID 493014; active = well fitted inhibition curve with a large enough effect in the signal ratio, with a control signal flat, not every such curve was filed as active; inconclusive = small, poorly fitted or top-dose-only effect, or effect the other way, or a change in a side signal; the % refers to the signal ratio;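 note: potency is the fitted concentration of half-maximal effect; plate controls were basal doxycycline-induced cells for no effect and cells given 10 µM MG132 for full effect; MG132 reads +100%, hits lower the ratio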
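Concentration-response series (up to 46 uM) were applied to TMD8 dual-reporter cells for 4 h at 37C with doxycycline. Green/red ratio, after filter-overlap correction, defined %Activity; red signal alone was normalised to basal cells and zero luminescence.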
Eya2 phos inh: blocks the phosphatase activity of human Eya2 | O00167 | recombinant Eya2, OMFP fluorescence dephosphorylation (OMFP is methylfluorescein phosphate) | Potency, µM (doses to about 76.9 µM), inactives show at the highest dose activity, negative = inhibition, hits mostly inhibitors | hit rate 0.006% among 330,000; note: potency is the fitted concentration of half-maximal effect
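Eya2 protein (added as 0.2 uM solution) was preincubated with compound for 10 min at ambient temperature in 50 mM HEPES pH 7.5, 50 mM NaCl, 5 uM MgCl2, 0.05% BSA, 1 mM DTT. OMFP (added at 50 uM) then reacted 10 min; fluorescence read at 485/525 nm.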
GALK inhibitor: inhibitors of human galactokinase. Purified GALK, Kinase-Glo residual ATP luminescence. Potency, µM (titrated, usually from 57.5 µM), without a hit: at the highest dose activity change, negative = inhibition, most hits filed as inhibitors. hit rate 0.007% among 270,000; note: potency is the fitted concentration of half-maximal effect
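Luminescence from leftover ATP (Ultra-Glo luciferase/luciferin) served as read-out after a 1 h room-temperature reaction of 5 nM GALK with 35 uM ATP and 100 uM galactose.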
USP2a block: USP2a (human) protease inhibition; Potency, µM (titrated, usually from 38.3 µM), for inactives: top-dose activity change, negative = inhibition, most hits filed as inhibitors; hit rate 0.01% among 330,000; USP2 core, Ub-CHOP2 coupled fluorogenic reporter, 485/531; O75604; AID 463254;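 note: potency is the fitted concentration of half-maximal effect; plate controls were DMSO wells for no effect and full inhibition by NEM control for full effect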
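Cell-free coupled assay: 10nM USP2 core preincubated 30min RT with compound in Tris-HCl pH 8.0/CaCl2/CHAPS buffer, then 25nM Ub-CHOP2 and 25nM reporter substrate; fluorescence (Ex 485/Em 531) read after 60min RT, normalized to NEM inhibition, concentration-response curves fitted.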
PKM2 activator: PKM2 (human) enzyme activation; purified PKM2, Kinase-Glo ATP luminescence, activation; response scale: 0% is enzyme alone, no compound; Potency, µM (series often up to 57.5 µM), without a hit: top-dose activation, usual class: activators; hit rate 0.34% among 260,000; note: potency is the fitted concentration of half-maximal effect; nearly all actives have a fitted effect of over 55% in size
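Kinase-Glo luminescence reports ATP generated from ADP (0.1 mM) and PEP (0.5 mM) by purified hPK-M2 after 1 h at room temperature, pH 7.2 imidazole buffer; intermediate enzyme activity allows detecting inhibitors and activators.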
hERG WT inh: inhibitors of human wildtype KCNH2 potassium channel; Q12809; U2OS, BacMam KCNH2, thallium flux FluxOr; stronger effect = lower value; activity change, % at 1.84 µM; hit rate 0.37% among 340,000; AID 720551;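 active = maximum activity change below -70%; inconclusive = maximum activity change between -70% and -50%; inactive = maximum activity change above -50%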
Target sequence (Q12809 whole entry, looked up): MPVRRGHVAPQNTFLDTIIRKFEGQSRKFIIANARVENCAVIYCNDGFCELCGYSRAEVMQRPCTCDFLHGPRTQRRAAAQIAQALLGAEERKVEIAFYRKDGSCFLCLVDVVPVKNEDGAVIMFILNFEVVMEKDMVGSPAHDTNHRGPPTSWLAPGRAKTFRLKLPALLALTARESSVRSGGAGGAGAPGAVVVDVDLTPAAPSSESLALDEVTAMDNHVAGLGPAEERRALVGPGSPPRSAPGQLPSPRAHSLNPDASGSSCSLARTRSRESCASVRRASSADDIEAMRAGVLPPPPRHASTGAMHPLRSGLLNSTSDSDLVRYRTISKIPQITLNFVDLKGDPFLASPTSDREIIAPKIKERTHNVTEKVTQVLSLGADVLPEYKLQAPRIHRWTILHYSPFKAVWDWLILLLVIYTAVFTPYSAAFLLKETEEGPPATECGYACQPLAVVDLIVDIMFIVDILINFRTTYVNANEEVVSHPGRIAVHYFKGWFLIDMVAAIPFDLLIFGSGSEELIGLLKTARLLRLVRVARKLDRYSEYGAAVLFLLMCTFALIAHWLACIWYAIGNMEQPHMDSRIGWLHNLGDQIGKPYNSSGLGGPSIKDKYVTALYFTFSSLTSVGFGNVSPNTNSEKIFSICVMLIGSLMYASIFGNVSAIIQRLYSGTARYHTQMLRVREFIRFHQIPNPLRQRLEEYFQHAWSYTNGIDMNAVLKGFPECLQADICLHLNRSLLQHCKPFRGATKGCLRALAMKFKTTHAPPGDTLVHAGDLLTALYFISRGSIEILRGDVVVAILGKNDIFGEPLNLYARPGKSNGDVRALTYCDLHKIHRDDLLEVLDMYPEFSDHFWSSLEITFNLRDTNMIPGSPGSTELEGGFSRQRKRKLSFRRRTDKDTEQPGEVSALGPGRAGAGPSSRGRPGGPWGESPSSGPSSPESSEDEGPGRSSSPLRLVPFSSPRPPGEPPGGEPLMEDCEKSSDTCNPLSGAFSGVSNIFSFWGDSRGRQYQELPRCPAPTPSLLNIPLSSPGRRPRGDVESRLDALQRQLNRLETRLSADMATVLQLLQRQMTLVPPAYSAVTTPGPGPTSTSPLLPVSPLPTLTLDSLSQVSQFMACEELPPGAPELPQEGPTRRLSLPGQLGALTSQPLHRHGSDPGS
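U2OS cells transduced with wild-type KCNH2 virus are loaded with FluxOr dye for 45 min, and thallium flux is measured in kinetic reads before and after stimulation buffer. Rate constants are normalized to DMSO controls.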
KCNH2 3.1 inh: KCNH2 3.1 (human) potassium channel inhibition; U2OS KCNH2 3.1, thallium flux FluxOr; stronger effect = lower value; activity change, % (tested at about 1.8 µM); hit rate 0.95% among 340,000;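 active = maximum activity change below -70%; inconclusive = maximum activity change from -70% to -50%; inactive = maximum activity change above -50%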;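 note: thallium influx rate constant from kinetic fluorescence after stimulation buffer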
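Measured as rate of thallium-driven FluxOr signal in transduced U2OS cells carrying the 3.1 channel, read kinetically for 2 min upon stimulation; values are rate constants scaled to DMSO control wells.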
Giardia kill: kills Giardia lamblia | AID 540267 | hit rate 0.15% among 340,000 | activity change, % at 7.66 µM, hits read low | Giardia lamblia trophozoite viability; in the data active = activity change below about -80%; inconclusive = between about -30% and that limit;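 note: parasites exposed to compound for two days anaerobically before the ATP read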
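Each well holds 100 Giardia trophozoites and compound. After two days (48 hrs) at 37 deg C in anaerobic conditions, ATP is quantified by luminescence.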
* = called active by the depositor; ? = inconclusive; . = not tested or not shown; [ ] = dose if it differs, or a comment. Unless noted, calls come from the whole dose curve; as a rule, active = well fitted curve in the direction sought with a large enough effect; inconclusive = small, poorly fitted or top-dose-only effect, or another doubt; inactive = no such curve, though single readings can be large; an effect the other way counts as inactive or inconclusive. Unless noted, % is set by controls: 0 for no effect and ±100 for the full control effect.

mol,Coupling enz,B2AR arrestin,uPA generation,BCR signal inh,Eya2 phos inh,GALK inhibitor,USP2a block,PKM2 activator,hERG WT inh,KCNH2 3.1 inh,Giardia kill
O=C(COC(=O)COc1ccc(Br)cc1)Nc1cccnc1Cl,-2.7,-1.8%,0.7%,0.3%,-2.3%,-2.7%,0.4%,-17.7%,-3.1,2.5,-15.9
CCCN(C(=O)CCOc1ccc(C(C)(C)C)cc1)c1c(N)n(Cc2ccccc2)c(=O)[nH]c1=O,.,-0.5%,-2.1%,2.0%,-9.3%,.,1.2%,.,-0.7,-10.3,1.6
COc1ccc(Cc2nc3ccc(C(=O)N4CCCN(C=O)CC4)cc3o2)cc1,-0.1,0.1%,1.1%,0.4%,-6.3%,1.4%,0.0%,.,-12.6,7.2,33.2[activator]
CC(=O)Nc1ccc(NC(=O)CSc2nnc(-c3ccc(NS(C)(=O)=O)cc3)n2C)cc1C,0.9,0.3%,-6.5%,-1.1%,-2.8%,-0.2%,2.1%,3.8%,0.2,13.1,-9.2
CC(Sc1nnnn1C)C(=O)Nc1ncc(Cl)cc1Cl (configuration not stated),.,-0.2%,7.1%,-0.8%,13.8%,.,0.5%,.,-9.1,7.2,5.4
O=C(COC(=O)c1ccc(OC(F)F)cc1)NCCC1=CCCCC1,.,0.1%,8.6%,4.0%,4.7%,.,0.0%,.,-1.4,-20.9,2.4
Cc1cc(Br)ccc1SCC(=O)OCC(=O)Nc1ccccc1C#N,1.2,0.0%,-1.8%,-7.9%,0.5%,-1.3%,0.1%,-3.3%,2.2,-13.2,-9.1
Cc1nnc(SCCn2c(N3CCN(Cc4ccccc4)CC3)nc3c2c(=O)[nH]c(=O)n3C)s1,0.4,-0.1%,0.0%,-1.9%,20.4%,5.0%,1.8%,-3.1%,6.0,1.6,-8.8
CC1Nc2ccc(C(=O)NC3CCCCC3)cc2NC1=O (configuration not stated),0.5,0.1%,4.1%,10.3%,3.0%,0.3%,1.8%,-1.5%,-14.5,-31.6,-16.7
CCNS(=O)(=O)c1c(C)cc(N2CCCC2=O)cc1C,1.0,0.0%,-6.9%,?,-5.7%,0.2%,-0.7%,?,-5.7,-7.9,-0.6
CCCCN(C)CCCNC(=O)c1cccc(N2CCCC2=O)c1,1.1,0.0%,-4.3%,3.8%,-43.6%,0.1%,2.2%,0.9%,1.8,2.5,13.3
O=C(NC1CC1)C1CCN(c2nc3ccccc3s2)CC1,1.4,0.4%,-1.1%,2.0%,6.2%,-0.7%,-1.4%,-9.1%,1.6,8.0,15.9
COc1ccc(C2/C=C\CN(C(=O)c3ccccc3)[C@H](Cc3ccccc3)C(=O)N2Cc2ccc(F)cc2)cc1 (some centres not stated),1.4,-0.8%,-26.9%,4.7%,-6.8%,-1.1%,9.8%,-1.2%,-8.0,-31.9,10.9
CN(C)c1ccc(NC(=O)c2ccc3c(c2)nnn3C)cc1,0.3,0.5%,-3.8%,7.1%,-1.6%,-0.7%,3.8%,4.2%,.,-0.9,1.2
Cc1cccc(-n2ccnc2SCC(=O)Nc2nccs2)c1C,0.4,-1.0%,-4.9%,9.2%,-1.9%,-1.6%,-1.2%,-2.5%,1.8,1.0,22.6
Cc1cc(C(=O)Cn2nnc3ccccc3c2=O)c(C)n1Cc1cccs1,-2.6,-0.5%,-11.3%,?,-2.7%,-3.9%,1.2%,-9.1%,-4.5,5.0,3.3
COc1cc(NC(=O)COC(=O)c2cc(S(=O)(=O)N3CCCCC3)ccc2Cl)c(C)cc1[N+](=O)[O-],0.7,-0.7%,32.4%[activator],3.2%,-4.5%,0.8%,-5.5%,5.8%,8.0,-9.9,7.2
CC(=O)c1c(C)[nH]c(C(=O)NCc2ccccc2F)c1C,1.5,-0.2%,-3.0%,1.8%,-2.6%,-1.8%,-0.1%,7.9%,-2.0,-1.9,-2.7
CSc1nc2ccc3nc(NC(=O)c4ccc(C)cc4)sc3c2s1,-0.5,-0.2%,-9.7%,-8.1%,-1.6%,-3.0%,1.3%,-19.3%,4.0,8.8,-14.2
O=C(CN(Cc1ccc(F)cc1)C(=O)CCC(=O)Nc1ccccn1)NCCc1ccccc1,-0.7,0.0%,-2.0%,0.0%,-7.2%,0.3%,-1.0%,0.6%,-2.7,1.4,-7.6
Cc1ccc2nc(C)cc(C(=O)OCC(=O)Nc3c(C)n(C)n(-c4ccccc4)c3=O)c2c1,-0.3,0.2%,10.4%,-4.7%,?,6.0%,2.5%,.,19.4,7.7,-1.1
CCN1CCN(C(C(=O)NC2CCCC2)c2cc3c(cc2[N+](=O)[O-])OCO3)CC1 (configuration not stated),-9.8,0.1%,-0.1%,8.0%,-23.7%,10.7%,2.9%,.,4.4,0.9,-0.5
COC(=O)[C@]1(CC(C)C)N[C@H](c2ccc(-c3ccc(Cl)c(Cl)c3)cc2)[C@@H]2C(=O)N(C)C(=O)[C@@H]21,.,0.0%,10.8%,-8.5%,-2.0%,.,2.9%,.,-4.1,-7.8,16.0
CC(C)Cc1csc(NC(=O)C(C)C)c1C(=O)O,-8.9,0.7%,-11.4%,?,3.9%,-0.6%,6.6%,-0.1%,8.2,-0.8,3.2
CCOc1ccccc1C(=O)N1CCN=C1SCc1cccnc1,1.4,-0.8%,-4.1%,-5.0%,-13.1%,-0.6%,0.9%,-3.6%,13.3,13.3,15.8
CC(C)(C)Nc1nc(Cl)nc(NCc2ccccc2)n1,0.8,-1.4%,0.4%,1.7%,-20.6%,-0.1%,8.7%,0.0%,0.2,7.5,-18.9
CCCC1CC(C)(c2csc(Nc3ccc(OCC)cc3)n2)OC1=O (configuration not stated),-1.4,-0.7%,?,11.1%,-29.2%,-6.7%,-10.7%,-4.9%,-3.4,-15.9,4.2
CC1=C(C(=O)Nc2ccccc2)C(c2cccnc2)n2ncnc2N1 (configuration not stated),1.4,-0.3%,9.4%,-5.9%,0.2%,-1.6%,-1.0%,2.8%,-10.4,-0.4,-16.6
COc1ccc(OC)c(NC(=O)CCOc2cccc(C)c2)c1,1.5,0.2%,0.7%,11.4%,-15.1%,8.8%,2.2%,4.8%,0.7,-13.1,0.6
COc1ccc(N(CC(=O)NC2CCCC2)S(=O)(=O)c2ccc(NC(C)=O)cc2)cc1,-4.5,-0.1%,-13.2%,1.3%,21.0%,-2.0%,-0.2%,.,-7.8,-4.8,4.9
Cn1c2ccccc2n2c(=O)cc(-c3ccccc3)c(C#N)c12,5.0,-0.8%,-2.0%,.,-4.7%,0.9%,0.2%,-0.4%,-9.6,-2.0,-8.9
COc1cc(OC)cc(-c2nc3ccccc3c(=O)n2OC(=O)c2ccccc2C)c1,-3.6,0.2%,3.3%,?,-2.3%,0.0%,3.3%,3.9%,2.2,2.5,6.2
CC(=O)Oc1ccc2c(c1)Oc1cc(OC(C)=O)ccc1C21OC(=O)c2ccccc21,-0.5,-0.4%,-0.4%,-18.4%,?,-0.6%,?,-13.9%,-122.1*,-145.7*,5.7
CCCCCC(=O)NC(CC(=O)OC)c1ccc2c(c1)OCO2 (configuration not stated),-0.2,-0.3%,2.2%,-0.5%,-2.7%,-2.4%,7.2%,-4.3%,-6.4,14.4,-2.3
Cc1cc(C)c2c(c1)OC(=O)CC2c1ccc2c(c1)OCO2 (configuration not stated),.,-1.8%,2.4%,3.9%,-8.9%,.,0.2%,.,-7.3,-0.7,?
COc1ccccc1C(CNC(=O)C1CCN(C(=O)Nc2ccccc2)CC1)N1CCCC1 (configuration not stated),.,-0.4%,10.9%,?,16.5%,.,2.2%,.,16.3,-9.1,-11.2
Cc1ccc(S(=O)(=O)N(C)C)cc1NC(=O)CN1C(=O)NC2(CCCCCC2)C1=O,0.4,-1.0%,3.2%,-6.7%,4.3%,7.4%,0.0%,-9.3%,-0.3,0.2,4.7
CCc1cc(=O)oc2cc(OCC(=O)N3CCCc4ccccc43)ccc12,3.2,-0.2%,7.0%,2.0%,-9.5%,-3.3%,0.9%,3.6%,-9.5,3.3,-0.8

Two entries from above, with each value named.
mol: COc1ccc(N(CC(=O)NC2CCCC2)S(=O)(=O)c2ccc(NC(C)=O)cc2)cc1
  Coupling enz: -4.5
  B2AR arrestin: -0.1%
  uPA generation: -13.2%
  BCR signal inh: 1.3%
  Eya2 phos inh: 21.0%
  GALK inhibitor: -2.0%
  USP2a block: -0.2%
  PKM2 activator: .
  hERG WT inh: -7.8
  KCNH2 3.1 inh: -4.8
  Giardia kill: 4.9

mol: Cn1c2ccccc2n2c(=O)cc(-c3ccccc3)c(C#N)c12
  Coupling enz: 5.0
  B2AR arrestin: -0.8%
  uPA generation: -2.0%
  BCR signal inh: .
  Eya2 phos inh: -4.7%
  GALK inhibitor: 0.9%
  USP2a block: 0.2%
  PKM2 activator: -0.4%
  hERG WT inh: -9.6
  KCNH2 3.1 inh: -2.0
  Giardia kill: -8.9
